GSK3A inh = blockers of GSK3A enzyme activity – biochemical, luminescence, cell-free homogeneous, HTS, primary screen; GSK-3 alpha kinase, ADP-Glo luminescence, 60 min; 320,000 tested, 0.1% active; inhibition, % at 10 µM;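 in the data active = inhibition above about 50%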;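 also: GST-tagged GSK-3 alpha with peptide substrate and 25 µM ATP; 0% = DMSO neutral wells and 100% = GW8510 positive control wells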
Target sequence (P49840 whole entry, looked up): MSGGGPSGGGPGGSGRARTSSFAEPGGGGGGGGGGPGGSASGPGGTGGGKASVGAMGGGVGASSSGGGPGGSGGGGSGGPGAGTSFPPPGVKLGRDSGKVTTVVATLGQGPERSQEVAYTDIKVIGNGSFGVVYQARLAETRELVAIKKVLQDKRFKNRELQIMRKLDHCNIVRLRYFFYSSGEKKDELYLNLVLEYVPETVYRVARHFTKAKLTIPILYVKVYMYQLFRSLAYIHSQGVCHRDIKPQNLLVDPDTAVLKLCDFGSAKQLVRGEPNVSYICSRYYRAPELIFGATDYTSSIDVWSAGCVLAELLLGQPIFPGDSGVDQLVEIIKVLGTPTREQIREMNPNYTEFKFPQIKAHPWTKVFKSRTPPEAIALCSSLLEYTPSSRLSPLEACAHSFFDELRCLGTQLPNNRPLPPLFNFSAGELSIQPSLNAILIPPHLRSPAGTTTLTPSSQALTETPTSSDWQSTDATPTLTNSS
aSyn UTR inh = MLPCN primary screen, SNCA 5' untranslated region | alpha-synuclein 5'UTR reporter, inhibitor activity | inhibition, % (tested at 7.5 µM) | 300,000 tested, 0.82% active | AID 1813, 2009; in the data active = inhibition above about 60%; inconclusive = no clear call, values can overlap the other calls;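 also: H4 neuroglioblastoma cells stably carrying SNCA 5'UTR luciferase fusion; 0% = DMSO wells and 100% = positive control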
KLF5 inhibitor = KLF5 expression inhibitors, primary screen, DLD-1 cells, luminescence; DLD-1 KLF5 promoter-luciferase reporter; inhibition, % at 5 µM; 290,000 tested, 0.23% active; AID 1700, 2009;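 active = inhibition above a per-plate limit of that plate's mean compound inhibition plus 3 SD, cut at about 60% in these data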;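 also: 0% = DMSO wells and 100% = LY294002 at 200 µM; higher means less KLF5 promoter-driven luciferase light; inactives centre near -14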
IEC-6 tox = cytotoxicity in IEC-6 intestinal epithelial cells, primary screen, cytotoxicity control for KLF5 inhibitor project, cell-based, luminescence. IEC-6 cytotoxicity, luminescence viability. inhibition, % at 5 µM. 290,000 tested, 0.78% active; in the data active = inhibition above about 22%;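 also: 0% = plate median of test compound wells and 100% = cytotoxic reference compound wells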
HSF1 inhib = HSF1 inhibitors in luciferase reporter cells, primary screen, cell-based, NIH3T3, luminescence; activity change, negative = inhibition, % at 7.5 µM (by protocol); AID 2098, 2009; NIH3T3-HGL HSE-luciferase, MG132-induced, luminescence 8 h; hits give low values; 300,000 tested, 0.77% active;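 active = more than half of replicate wells show activity change below -50%, luminescence cut by over half; inconclusive = some wells, but at most half, below -50%; inactive = no replicate well below -50%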;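 also: luciferase reports HSF-1 transcriptional activity via heat shock element; 0% = median of DMSO wells and -100% = zero luminescence signal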
GSK3beta inhib = human GSK3beta kinase inhibitors, primary screen, biochemical, cell-free homogeneous, HTS. 300,000 tested, 0.038% active. AID 2097, 2009. activity score (negative = inhibition), % at 10 µM. GST-GSK3beta kinase, ADP-Glo luminescence, 60 min; hits give low values;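 active = more than half of replicate wells score below -50%, meaning over 50% inhibition versus plate controls; inconclusive = some replicates but at most half score below -50%; inactive = no replicate scores below -50%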;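 also: 0% = median DMSO wells and -100% = median GW8510 positive control wells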
Target sequence (P49841 whole entry, looked up): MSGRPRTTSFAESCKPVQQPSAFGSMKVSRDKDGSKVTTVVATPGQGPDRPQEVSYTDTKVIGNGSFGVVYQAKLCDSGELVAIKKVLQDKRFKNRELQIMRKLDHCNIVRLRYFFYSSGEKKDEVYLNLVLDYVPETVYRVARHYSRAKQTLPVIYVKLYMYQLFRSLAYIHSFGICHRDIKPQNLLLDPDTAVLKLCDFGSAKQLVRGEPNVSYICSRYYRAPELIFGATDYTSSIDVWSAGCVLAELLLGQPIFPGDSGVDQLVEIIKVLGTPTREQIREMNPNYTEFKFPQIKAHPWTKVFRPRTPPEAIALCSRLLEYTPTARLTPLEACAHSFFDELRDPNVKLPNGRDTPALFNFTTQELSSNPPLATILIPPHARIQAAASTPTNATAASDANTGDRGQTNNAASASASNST
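Test system: GST-tagged human GSK3beta kinase, cell-free; evaluation: activity score scaled between in-plate DMSO and GW8510 controls; measured by: ADP-Glo luminescence; incubation: 60 min reaction, RT; benchmarks: DMSO and 20 µM GW8510; reagent: peptide substrate plus 25 µM ATP (final); medium: Tris/MgCl2 kinase buffer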
HSP90 refold inh = HSP90 inhibitors, primary screen, cell lysate, luminescence; Heat shock protein HSP 90 (rabbit reticulocyte lysate; luciferase refolding); Rabbit reticulocyte lysate, luciferase refolding luminescence, 3 h; inhibition, % at 5.6 µM; 290,000 tested, 0.91% active; AID 1789, 2009;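 active = inhibition above the screen-wide mean plus 3 SD, computed separately per campaign, cut at about 16% in these data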;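 also: 0% = DMSO wells and 100% = 60 µM geldanamycin wells; inhibitors lower the luminescence because luciferase stays unfolded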
HSF-1 act = HSF-1 activators, primary screen, NIH3T3-HGL cells, MG132 stress, luminescence, single point; 300,000 tested, 1.7% active; activation, % at 9 µM; NIH3T3-HGL HSF-1 luciferase reporter, 8 h; 100% = twice DMSO control signal;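 active = mean replicate activation of at least 50% with a set share of replicates each reaching 50%; inconclusive = only one of those two conditions met; inactive = mean below 50% and too few replicates reaching it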;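 also: 0% = median of the neutral control wells and 100% = twice that signal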
HIF act = HIF pathway transcriptional activators, primary screen, cell-based, U2OS HRE-luciferase, luminescence | U2OS HRE-luciferase reporter; normalized: DMSO 0%, desferrioxamine 100% | activation, % at 7.5 µM (by protocol) | 300,000 tested, 0.32% active;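 active = mean activation of at least 10% of the iron chelator positive control signal, with at least half of replicates also reaching 10%; inconclusive = mean and replicate majority disagree about reaching 10%; inactive = mean and most replicates under 10%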
AI-2 QS modul = Vibrio harveyi AI-2 quorum sensing modulators, primary screen, JMH597 strain, luminescence/OD600 ratio | AID 2094, 2009 | 300,000 tested, 0.4% active | Vibrio harveyi JMH597 AI-2 luminescence/OD600 ratio, 9 h; hits give low values; strain lacks LuxN and CqsS sensors; 0 = neutral-control median | activity change, % at 7.5 µM; in the data active = activity change below about -75%, passing the limit was not always enough; inconclusive = no clear call, values can overlap the other calls;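 also: luminescence divided by OD600 gain over 9 h not by final OD600 alone; inactives centre near 13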
* marks the source's active call; other numbers are inactive results; ? = inconclusive; nt = no result given.

Structure	GSK3A inh	aSyn UTR inh	KLF5 inhibitor	IEC-6 tox	HSF1 inhib	GSK3beta inhib	HSP90 refold inh	HSF-1 act	HIF act	AI-2 QS modul
Clc1ccc(CNc2ccc(CNc3ncn[nH]3)cc2)c(Cl)c1	-1	17	-12	-6	0	-1	2	3	-0.4	24
CN1CCN(NC(=O)c2cn(-c3ccccc3)nc2-c2ccc(OC(F)F)cc2)CC1	0	5	-18	-2	2	-2	-2	-2	-0.3	-1
Oc1ccccc1-n1c(-c2ccccc2)ccc1-c1ccccc1	-1	33	-17	7	1	0	-2	13	-0.8	9
O=[N+]([O-])c1cc([N+](=O)[O-])c(Oc2ccc(F)cc2F)cc1NN1CCCCC1	3	19	-10	5	5	2	0	16	-0.1	3
CCOc1ccccc1NC(=O)c1cnc2n(c1=O)CCS2	1	-12	13	6	3	4	1	7	-4.8	27
COc1ccc(/C=C2\SC(=S)N(CCC(=O)Nc3cccc(C(=O)O)c3)C2=O)cc1	-4	26	-59	-1	-9	0	-5	-4	-22	8
COc1ccc(N(C(=O)c2ccccc2OC(C)=O)C(C)C2CC2)cc1 (centres undefined)	-1	-11	-12	-1	-4	4	11	28	-0.2	21
CC(C)NC(=O)CN(c1cccc([N+](=O)[O-])c1)S(=O)(=O)c1ccccc1	-5	23	-19	-1	7	-1	1	7	2.3	24
CCCNC(=O)c1ccccc1SCc1c(C)noc1C	-7	2	-30	0	-2	2	-7	-14	-0.4	27
COc1ccc(NC(=O)C23CC4CC(C2)CC(n2cnc(Br)n2)(C4)C3)cc1OC	-3	-3	-3	-4	0	-1	1	22	-0.1	23
Cc1nc(C(=O)NNC(=O)Nc2ccc(Cl)cc2)cs1	-2	-4	-18	-6	-5	-8	-1	15	0.6	-4
CC1CCCN(c2ccc(C(=O)OCC(=O)N3c4ccccc4Sc4ccccc43)cc2[N+](=O)[O-])C1 (centres undefined)	-2	34	-32	-1	-9	-1	1	-8	-31	31
COc1ccc(-c2csc(NC(=O)C3CSC4(C)CCC(=O)N34)n2)cc1OC (centres undefined)	-4	14	nt	nt	-3	0	nt	5	0.1	21
CCCNC(=S)Nc1ccc(Cl)cc1Cl	0	-43	-29	-2	7	-1	-2	-4	1.1	12
CCC(NC(=O)c1ccccc1NC(=O)c1ccco1)C(=O)NNC(=O)c1ccncc1 (centres undefined)	-2	-26	4	2	-1	-2	2	-5	1.2	16
COc1ccc(OC)c(S(=O)(=O)N(C)CC(=O)N2CCN(c3cccc(Cl)c3)CC2)c1	-2	34	4	5	1	2	0	18	0.0	7
CCCNC(=O)C(=O)Nc1ccc2c(c1)N(S(=O)(=O)c1cccs1)CCC2	4	-79	nt	nt	-4	1	nt	-13	3.1	9
COc1ccc(/C=N/N=C2/CC(C)(C)Cc3n[nH]c(=O)cc32)cc1	11	7	-8	-4	10	-1	1	3	0.6	2
O=C(NC1CCCC1)C(c1cccnc1)N(C(=O)c1csnn1)C1CCCC1 (centres undefined)	2	-26	6	3	-6	5	5	-17	0.0	6
C/C(=N/NC(=O)OC(C)(C)C)c1ccco1	2	-86	-3	-8	3	-7	-4	11	1.9	0
CCc1ccc(CN(C)CC(=O)Nc2ccccc2[N+](=O)[O-])cc1	0	-11	-5	-9	2	1	-3	0	-0.3	28
NC(=O)c1ccc(NS(=O)(=O)c2ccccc2F)cc1	1	24	14	4	-3	2	-4	-11	0.0	7
Cc1[nH]c(C)c(S(=O)(=O)N2CCN(c3ccccc3F)CC2)c1C(=O)N1CCCC1	-6	6	-7	-2	0	2	2	-7	-0.5	18
COCCNC(=O)c1ccc(C(=O)C(=O)c2ccccc2)cc1	0	-24	14	-3	-7	3	3	-2	-0.1	-42
COc1ccc(OC)c(Nc2ncnc3c2cnn3-c2ccccc2)c1	1	-41	-31	-2	0	2	1	0	0.6	-5
CCOc1ccc(NC(=O)[C@@H](NC(=O)c2ccco2)C(C)C)cc1	-3	-10	-20	-3	3	1	-2	1	0.9	18
Cc1ccc(Cl)cc1NC(=O)NCc1cccnc1	-2	13	-23	5	-5	-2	3	-4	-0.5	29
CCOC(=O)N1CCN(C(=O)CSc2nc(=O)n3ccccc3n2)CC1	-2	13	nt	nt	1	0	nt	-10	0.0	26
Cn1cc(Br)c(-c2cccc(N3C(=O)CCCC3=O)c2)n1	1	20	7	9	-2	-3	1	-8	-1.1	19
CC(C)C(=O)Nc1ccc(N2CCN(S(C)(=O)=O)CC2)cc1	9	0	-16	0	2	4	-2	-2	-5.2	29
COc1ccccc1N1C(=O)Cc2ccccc2C1=O	-1	1	-25	-2	-2	2	-4	5	-1.2	21
CN(C)CCNc1oc(/C=C/c2ccccc2)nc1C#N	-1	-98	-13	3	-11	8	4	11	1.7	-11
CC(=O)N/N=C\c1ccccc1OC/C=C/c1ccccc1	0	-128	-152	6	1	-1	8	11	4.6	-9
O=C(NCc1ccco1)c1cc2nc(C3CC3)cc(C(F)(F)F)n2n1	-2	9	2	-4	-3	1	-4	-3	0.1	5
Cc1sc2ncnc(N3CCC(C(=O)Nc4nnc(CC(C)C)s4)CC3)c2c1C	-1	5	nt	nt	3	3	nt	32	0.0	-1
CN(Cc1cnccn1)Cc1c(C(=O)N2CCc3ccccc3C2)nc2ccc(Cl)cn12	-7	3	-30	-4	0	1	4	11	-0.1	16
Cc1ccc(C(=O)NNC(=O)CSc2nnc(C3CC3)n2C)cc1	0	-15	-20	0	-1	0	2	-8	0.9	26
CC(=O)N1CCOc2cc(S(=O)(=O)NC(C)c3ccccc3)c(Cl)cc21 (centres undefined)	6	16	-18	-3	-2	-1	-1	-11	0.3	2
NS(=O)(=O)c1ccc(CCNC(=O)c2ccc3c(c2)OCCO3)cc1	2	-6	-25	1	1	4	0	10	-0.1	41
Fc1ccccc1CN1CCN(c2ncccn2)CC1	-3	0	-7	-8	-2	2	1	14	-0.1	6
Cn1ccnc1SCC(=O)Nc1ccc(Br)cc1C(F)(F)F	-1	-57	-68	10	2	0	1	1	1.7	12
CCOC(=O)c1cnc(SCC(=O)Nc2ccc(N3CCOCC3)cc2)nc1N	-1	18	-19	-4	-4	1	-1	2	-0.3	2
CC(=O)N1CCN(c2ccc(NC(=O)c3ccc([N+](=O)[O-])cc3Cl)cc2)CC1	-2	11	-31	2	4	-4	1	-6	-1.4	7
Cc1cc(C)cc(Nc2cc(C)nc3nc(C)nn23)c1	-1	-3	-19	0	3	-4	-1	6	0.2	17
COc1ccc(N2CCN(C(=O)COc3ccc4ccccc4c3)CC2)cc1	-1	9	-18	-3	0	0	3	1	-0.3	30
O=C(N/N=C/c1cccc(NC(=O)c2ccc(Cl)cc2)c1)c1ccc(O)cc1	-1	-46	-52	2	19	-1	3	23	1.2	19
Cc1nc(CN2CCCCC2)cc(=O)[nH]1	-1	31	-4	2	-1	-3	7	-7	-0.1	-1
CCOC(=O)c1ccccc1NC(=O)COC(=O)C(CC(C)C)NC(N)=O (centres undefined)	0	22	0	-6	2	-2	-1	32	-0.7	-1
CCCC(C)NC(=O)Cc1ccc(Br)cc1 (centres undefined)	-1	-28	-18	2	0	-21	-6	-13	0.2	9
Cc1cccc(CSC2=NCCN2C(=O)c2ccco2)c1	-1	11	-3	-8	3	0	-1	11	nt	17

Going on with the list:
Structure	GSK3A inh	aSyn UTR inh	KLF5 inhibitor	IEC-6 tox	HSF1 inhib	GSK3beta inhib	HSP90 refold inh	HSF-1 act	HIF act	AI-2 QS modul
COc1ccc(-c2cc(C(=O)Nc3cc(S(=O)(=O)N4CCOCC4)ccc3N3CCOCC3)c3ccccc3n2)cc1	-3	-43	-11	-2	-25	0	0	-30	-0.6	23
O=C(CCc1ccccc1)Nc1cc2c3c(c1)CCC(=O)N3CCC2	-3	17	nt	nt	-3	3	nt	-2	1.4	4
Clc1ccc(OCCCn2cncn2)cc1Cl	-6	3	-7	1	-1	-1	-1	-9	0.6	28
Cc1oc(C(C)(C)C)cc1C(=O)NC1CCN(Cc2ccccc2)CC1	-1	-6	-22	-2	0	-2	1	9	-0.3	8
CCC(C)N(CCNC(=O)c1ccc(NC2=NC3CS(=O)(=O)CC3S2)cc1)Cc1ccco1 (centres undefined)	0	3	-6	5	-3	-1	-1	-1	0.2	31
COc1ccc(OC(C)C(=O)N(C)Cc2nc(-c3cccc(C)c3)no2)cc1 (centres undefined)	-4	3	-5	-9	3	-3	-6	7	-0.2	21
O=C(NCc1ccccc1)C1CCN(S(=O)(=O)c2ccc(Cl)cc2)CC1	-2	19	-17	0	11	0	2	10	-1.3	16
COc1ccc(S(=O)(=O)Nc2ccccc2C(=O)N2CCCC2)cc1C	-4	-3	15	3	-2	0	-4	6	0.5	15
N#Cc1ccc(COC(=O)Cn2nnc(-c3ccccc3)n2)cc1	-4	6	-9	-2	7	-1	-3	-3	-1.5	13
Cc1cc(C)nc(NC(=O)CSc2ncccn2)n1	-3	17	-17	3	-1	-2	-2	-8	-1.3	13
COc1ccc(Br)c2oc(S)cc(=O)c12	-3	3	-13	4	9	1	2	17	0.0	9
CC12CN3CC(C)(CN(C1)C3c1ccc3c(c1)OCO3)C2O (centres undefined)	-4	-3	-30	0	4	-1	2	-1	-0.5	12
COc1cccc(C(=O)COC(=O)C2CC(=O)N(c3ccc(Oc4ccccc4OC)cc3)C2)c1 (centres undefined)	-2	-27	-21	-3	-4	-3	4	-11	0.4	23
Cc1cc(C(=O)CSc2cccc[n+]2[O-])c(C)n1-c1ccccc1	-1	?	-93	4	1	1	9	-7	-2.0	25
CCN(C(=S)Nc1cccnc1)c1ccccc1	-4	-35	10	2	-1	-2	4	-1	-0.3	14
COc1ccccc1NC(=O)CCN1CCN(C)CC1	-2	-25	5	4	-10	5	5	-2	0.2	-3

From PubChem
